High-throughput results from PubChem BioAssay.
LYP phosphatase: PTPN22 lymphoid phosphatase activity blockers – biochemical, fluorescence intensity, uHTS (AID 1779) | actives 0.054% (n = 290,000) | recombinant LYP phosphatase, fluorescence intensity; higher % means a stronger effect | inhibition, % at 11.5 µM, or IC50 in µM where a hit was titrated;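 note: plate controls were vehicle with enzyme for no effect and no enzyme for full effect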
XIAP displacement: small molecules displacing peptide from XIAP – biochemical, IAP family, fluorescence polarization (AID 1018). XIAP BIR domain, fluorescence polarization peptide displacement; higher % means a stronger effect. one-dose displacement, % at 20 µM; IC50 in µM for titrated hits. actives 0.007% (n = 200,000); in the data active = displacement above about 50%; note: a part of the inactive calls stands beside numbers as strong as those of hits
Yfh1-off respiration: mitochondrial function rescue without frataxin homolog – Friedreich's ataxia, plus single-dose screen, dose response (AID 1465); S. cerevisiae Yfh1-off respiration, WST-1 reduction, 72 h; higher fold induction means a stronger effect; fold induction at 50 µM; hits with a dose series show EC50 in µM; actives 0.074% (n = 220,000);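 active = fold induction of absorbance versus untreated yeast above a set limit, then at least 30% activation at any dose in follow-up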;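 note: activators that raise dye reduction in frataxin-depleted yeast; strong numbers were not always called active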
TNAP activation fold: stimulation of alkaline phosphatase TNAP activity – biochemical, luminescent, no phosphate acceptor, uHTS, primary screen (AID 1001). activation fold at 20 µM; hits with a dose series show EC50 in µM. actives 0.03% (n = 200,000). purified TNAP, luminescent activation assay, no phosphate acceptor; higher activation fold means a stronger effect; in the data active = activation fold from about 3, or a potency from the dose series; inactive = the rest, 99 in 100 with activation fold below about 1.6; note: many of its hits are not listed in these tables
PMI inhibition: MPI inhibition at elevated mannose 6-phosphate – biochemical, fluorescence intensity, high mannose 6-phosphate, primary screen (AID 1220). recombinant PMI enzyme, coupled fluorescence intensity; higher % means a stronger effect. one-dose inhibition, % at 20 µM; IC50 in µM for titrated hits. actives 0.66% (n = 190,000)
P. falciparum M1AAP: malaria alanyl aminopeptidase activity blockers – biochemical, fluorogenic H-Leu-NHMec substrate, 1536-well (AID 1445); recombinant M1AAP, H-Leu-NHMec fluorogenic kinetic assay; higher % means a stronger effect; inhibition, % at 30 µM, or IC50 in µM where a hit was titrated; actives 0.42% (n = 220,000);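 active = primary inhibition above the hit cutoff, then over 50% inhibition at one or more dose response concentrations, cut at about 23% in these data, passing the limit was not always enough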;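 note: plate controls were DMSO full reaction for no effect and no enzyme background for full effect; strong numbers were not always called active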
human PMI inhibition: MPI enzyme activity inhibition – biochemical, fluorescence intensity, coupled assay, primary screen (AID 1209); purified PMI enzyme, coupled fluorescence intensity; higher % means a stronger effect; actives 0.42% (n = 190,000); inhibition, % at 20 µM, or IC50 in µM where a hit was titrated;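 note: plate controls were DMSO vehicle for no effect and wells lacking substrate for full effect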
P. falciparum M17LAP: P. falciparum M17LAP inhibitors, primary screen, biochemical, fluorogenic H-Leu-NHMec substrate, 1536-well (AID 1619) | inhibition, % at 30 µM; hits with a dose series show IC50 in µM | actives 0.38% (n = 220,000) | recombinant M17LAP, H-Leu-NHMec fluorogenic kinetic assay; higher % means a stronger effect;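 active = compound inhibiting the enzyme by more than half at any dose during confirmatory dose-response retesting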;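 note: plate controls were full reaction with DMSO carrier for no effect and no enzyme background for full effect; strong numbers were not always called active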
WT yeast gro inh: growth inhibition of WT yeast, mitochondrial fusion screen; mitochondrial fusion phenotypic screen, WT strain; inhibition, % at 10 µM; actives 2.1% (n = 190,000); in the data active = inhibition above about 58%; tested in S. cerevisiae
WT yeast gro inh mutant strain: also measured in WT yeast gro inh; calls as there; inhibition, %; mitochondrial fusion phenotypic screen, mutant strain inhibition
Starred values were filed as active, the others as inactive; i = inactive; · = no result given. Cut-off read from the data, not from the text of the source, unless noted: active = inhibition above about 50%; inactive = the rest.

SMILES | LYP phosphatase | XIAP displacement | Yfh1-off respiration | TNAP activation fold | PMI inhibition | P. falciparum M1AAP | human PMI inhibition | P. falciparum M17LAP | WT yeast gro inh | WT yeast gro inh mutant strain
CCCCOc1ccc(C(=O)Nc2ccc(SC(F)F)cc2)cc1OC | -4% | -7.3% | i | 1.1 | -5% | 10% | -2% | 7% | -21 | -9
Cc1ccc(C2=NN(S(C)(=O)=O)C(c3ccc4nccnc4c3)C2)cc1 (stereo not given) | 5% | -5.5% | i | 1.1 | 6% | 0% | -6% | -7% | -12 | -19
COc1ccccc1OCCn1cc(C(=O)c2ccco2)c2ccccc21 | -3% | -3.8% | i | 1.1 | 0% | 8% | 4% | -11% | -3 | 3
O=S(=O)(/C=C/c1ccccc1)N1CCN(Cc2ccccc2)CC1 | -6% | -4.2% | i | 1.1 | 1% | 5% | -2% | -2% | 47 | 28
COC(=O)c1cccc(NC(=O)CCCOc2ccccc2)c1 | -5% | -2.8% | i | 1 | 21% | -19% | 17% | 14% | -3 | -14
COc1ccc2[nH]c(C)c(C(=O)CN(C)CC3OCCO3)c2c1 | -4% | · | i | · | · | 4% | · | 7% | · | ·
Cc1ccc(/C=N/N=C/c2ccc(C)s2)s1 | 2% | -33% | i | 1 | 42% | 10% | 10% | 13% | 19 | 4
Cc1[nH]n2c(=O)c3c(nc2c1-c1ccccc1)CCC3 | -6% | -7.5% | i | 1 | -1% | 11% | 2% | 2% | 6 | 1
Cc1ccc(NNC(=O)C2CCC2)cc1C | 0% | · | i | · | · | 4% | · | 2% | · | ·
COc1ccc(CNC(=O)CN(c2ccccc2)S(=O)(=O)c2ccccc2[N+](=O)[O-])cc1 | -6% | -1.7% | i | 1.1 | -11% | 0% | 11% | 16% | -8 | 8
COc1ccc(-c2cc(C(=O)NCCN3CCOCC3)c3ccccc3n2)c(OC)c1 | 0% | -5.3% | i | 1.1 | 9% | 1% | 10% | 24% | 8 | 13
Cc1c(Br)c(=O)[nH]c(=O)n1COCc1ccccc1 | -5% | -3.0% | i | 1.1 | -5% | -2% | -5% | -4% | -3 | 1
CC1=C(C(=O)NC2CCCC(C)C2C)C2(CCCCC2)OC1=O (stereo not given) | -3% | -7.2% | i | 1.1 | 3% | 7% | 6% | 6% | -11 | -5
Cc1cccc(Nc2nc(N)c([N+](=O)[O-])c(N3CCC(C)CC3)n2)c1 | 3% | -1.4% | i | 1 | 16% | -2% | 18% | 0% | 32 | 36
CSc1nnc2c3ccccc3c3ccccc3c2n1 | 4% | -8.9% | · | 1 | -55% | -5% | -31% | 9% | -58 | 0

Two compounds from above, limited to WT yeast gro inh mutant strain, Yfh1-off respiration and WT yeast gro inh.
structure,WT yeast gro inh mutant strain,Yfh1-off respiration,WT yeast gro inh
COc1ccc(-c2cc(C(=O)NCCN3CCOCC3)c3ccccc3n2)c(OC)c1,13,i,8
Cc1c(Br)c(=O)[nH]c(=O)n1COCc1ccccc1,1,i,-3

Going on with the list:
SMILES | LYP phosphatase | XIAP displacement | Yfh1-off respiration | TNAP activation fold | PMI inhibition | P. falciparum M1AAP | human PMI inhibition | P. falciparum M17LAP | WT yeast gro inh | WT yeast gro inh mutant strain
CC(C)Cc1cc(C(=O)Nc2sc3c(c2C#N)CCCC3)no1 | -2% | -6.2% | i | 0.8 | 3% | 12% | 2% | 4% | 16 | -2
CCOC(=O)C1CCCN(c2c(NCCN(CC)c3ccccc3)c(=O)c2=O)C1 (stereo not given) | -1% | -2.2% | i | 1.1 | 11% | 6% | 15% | -2% | -3 | -22
Cc1ccc(CN2CCNC(=O)C2CC(=O)N(C)C2CCCCC2)o1 (stereo not given) | -8% | -5.8% | i | 1 | · | 0% | · | 7% | 9 | 0
Cc1ccccc1NCc1nnc2n1CCCCC2 | -4% | -5.2% | i | 1.1 | -1% | 11% | -6% | -2% | -4 | 6
CCCCCC(=O)NC(=S)Nc1ccccc1C(=O)OC | -3% | -5.9% | i | 1 | -6% | 6% | 0% | 5% | 19 | -6
Cc1cc(C)c(C(=O)/C=C/c2ccc(C(C)C)cc2)c(=O)[nH]1 | 1% | -3.8% | i | 1 | 8% | 1% | 3% | -16% | -26 | -19
O=C(NCc1cccnc1)C1CCN(C(=O)c2ccc(Cl)cc2Cl)CC1 | -5% | -3.1% | i | 1.1 | 0% | -3% | 6% | -1% | -15 | -12
Cc1ccc2cc(CN(C(=O)C3CCCO3)C3CCCCC3)c(=O)[nH]c2c1 (stereo not given) | 0% | -4.8% | i | 0.9 | -3% | -6% | -3% | 8% | -5 | -1
CCOc1ccc(-n2nnc3c(=O)n(CC(=O)NCc4ccco4)cnc32)cc1 | -4% | · | i | · | · | -5% | · | -7% | · | ·
O=C(Nc1nc(-c2ccccc2)c(-c2ccccc2)s1)c1ccc(S(=O)(=O)N2CCCCC2)cc1 | -3% | -0.6% | i | 1 | 5% | 12% | 9% | 8% | -30 | 15
Oc1sc(C=Nc2ccccc2)c2ccccc12 | -3% | 1.2% | i | 1.1 | 22% | 5% | 26% | 13% | 14 | 44
CN(C)CCNC(=O)C(C(=O)c1ccccc1)n1ccccc1=O (stereo not given) | -8% | -3.0% | i | 1.1 | -2% | -1% | 2% | -4% | -2 | 1
COc1ccc(CCNC(=O)/C(C#N)=C/c2cccc(OCc3ccccc3)c2)cc1OC | 3% | -4.3% | i | 1 | 9% | 8% | 11% | 6% | 32 | 10
CC12CC3(C)CC(C)(C1)CC(C(=O)NC(=S)NC(C)(C)C)(C2)C3 | -9% | -3.9% | i | 1 | 6% | 1% | 8% | -7% | 70* | -12*
FC(F)(F)c1cc(-c2ccco2)nc(N2CCOCC2)n1 | 2% | -3.9% | i | 1.1 | -5% | 8% | 4% | -2% | 8 | 9

A second format for eleven compounds above.
Values run as follows: LYP phosphatase	XIAP displacement	Yfh1-off respiration	TNAP activation fold	PMI inhibition	P. falciparum M1AAP	human PMI inhibition	P. falciparum M17LAP	WT yeast gro inh	WT yeast gro inh mutant strain
CC(C)Cc1cc(C(=O)Nc2sc3c(c2C#N)CCCC3)no1
  -2%	-6.2%	i	0.8	3%	12%	2%	4%	16	-2
CCOC(=O)C1CCCN(c2c(NCCN(CC)c3ccccc3)c(=O)c2=O)C1 (stereo not given)
  -1%	-2.2%	i	1.1	11%	6%	15%	-2%	-3	-22
Cc1ccc(CN2CCNC(=O)C2CC(=O)N(C)C2CCCCC2)o1 (stereo not given)
  -8%	-5.8%	i	1	·	0%	·	7%	9	0
Cc1ccccc1NCc1nnc2n1CCCCC2
  -4%	-5.2%	i	1.1	-1%	11%	-6%	-2%	-4	6
CCCCCC(=O)NC(=S)Nc1ccccc1C(=O)OC
  -3%	-5.9%	i	1	-6%	6%	0%	5%	19	-6
Cc1cc(C)c(C(=O)/C=C/c2ccc(C(C)C)cc2)c(=O)[nH]1
  1%	-3.8%	i	1	8%	1%	3%	-16%	-26	-19
O=C(NCc1cccnc1)C1CCN(C(=O)c2ccc(Cl)cc2Cl)CC1
  -5%	-3.1%	i	1.1	0%	-3%	6%	-1%	-15	-12
Cc1ccc2cc(CN(C(=O)C3CCCO3)C3CCCCC3)c(=O)[nH]c2c1 (stereo not given)
  0%	-4.8%	i	0.9	-3%	-6%	-3%	8%	-5	-1
CCOc1ccc(-n2nnc3c(=O)n(CC(=O)NCc4ccco4)cnc32)cc1
  -4%	·	i	·	·	-5%	·	-7%	·	·
O=C(Nc1nc(-c2ccccc2)c(-c2ccccc2)s1)c1ccc(S(=O)(=O)N2CCCCC2)cc1
  -3%	-0.6%	i	1	5%	12%	9%	8%	-30	15
Oc1sc(C=Nc2ccccc2)c2ccccc12
  -3%	1.2%	i	1.1	22%	5%	26%	13%	14	44

The list continues:
SMILES | LYP phosphatase | XIAP displacement | Yfh1-off respiration | TNAP activation fold | PMI inhibition | P. falciparum M1AAP | human PMI inhibition | P. falciparum M17LAP | WT yeast gro inh | WT yeast gro inh mutant strain
CSc1ccc(/C=N/NC(=O)CN2CCN(Cc3ccccc3)CC2)cc1 | 0% | 2.3% | i | 1.1 | 6% | 4% | 6% | 16% | 3 | -5
CCC(C)NC(=O)c1ccccc1NC(=O)C(C)N(c1ccccc1)S(C)(=O)=O (stereo not given) | -3% | -11% | i | 1 | -3% | -8% | -3% | 5% | -1 | 4
O=C(CN1CCC(Cc2ccccc2)CC1)NCCc1ccc(F)cc1 | -7% | -3.2% | i | 1.1 | -8% | 10% | -6% | 3% | 16 | 26
Cc1nnc2sc(SCc3ccccc3)nn2c1=O | 0% | -7.6% | i | 1.3 | -11% | 3% | -2% | -5% | -27 | 3
Cc1c(NC(=O)c2c(N)sc3c2CCCC3)c(=O)n(-c2ccccc2)n1C | 1% | -3.4% | i | 1 | -39% | 1% | -66% | 18% | -17 | 8
CCC(c1nnnn1CCOC)N1CCN(Cc2ccccc2)CC1 (stereo not given) | -8% | 0.6% | i | 1.1 | -2% | -2% | 12% | 2% | -6 | -7
CCOc1ccc2ncc(C(=O)c3ccc(OC)cc3)c(N3CCN(CC)CC3)c2c1 | -1% | -3.5% | i | 1 | -1% | 12% | -14% | 3% | -18 | 8
COc1cc2c(C(=O)O)c(C)n(-c3ccccc3)c2c2ccccc12 | -2% | · | i | · | · | 5% | · | 4% | · | ·
CCOc1ccc(CN2CCN(Cc3nc4c(s3)CCCC4)CC2CCO)cc1 (stereo not given) | -4% | -1.7% | i | 1.1 | 2% | 1% | 5% | -4% | -2 | 13
Cc1nnc(NC(=O)CSc2nnc(Cc3cccn3C)n2-c2cccc(C(F)(F)F)c2)s1 | 1% | -5.2% | i | 1.1 | -1% | 8% | 6% | 10% | 3 | 1
Nc1ncnc(Nc2ccccn2)c1[N+](=O)[O-] | 8% | -12% | i | 1.1 | 3% | 2% | 11% | 1% | 2 | 4
Cc1nn(Cc2ccc(Cl)c(Cl)c2)c(C)c1NC(=O)c1cc(-c2ccc3c(c2)OCO3)on1 | 0% | -5.9% | i | 1 | -8% | 1% | 2% | -6% | 43 | 2
COc1ccc(C2=NOC(C(=O)Nc3cc(C)on3)C2)cc1 (stereo not given) | -3% | -2.2% | i | 1.2 | 10% | -7% | 4% | -17% | 1 | -20
O=C(NCc1ccc2c(c1)OCO2)c1ccc(NS(=O)(=O)c2ccc3c(c2)OCCO3)cc1 | -6% | -3.6% | i | 1.1 | 12% | 3% | 18% | 6% | -2 | -3
COc1cc(C2c3c(oc4ccccc4c3=O)C(=O)N2c2ccc(C)cn2)ccc1O (stereo not given) | -2% | -5.1% | i | 1 | 11% | 3% | 15% | -3% | 9 | 1
CNC(=O)C(=O)NCC1OCCN1S(=O)(=O)c1ccc2c(c1)OCCO2 (stereo not given) | -6% | -4.6% | i | 1.2 | -5% | -2% | -2% | 1% | -7 | -7
CCOc1ccc(NC2CCN(C(C)=O)CC2)cc1 | 0% | -4.7% | i | 0.8 | 33% | 1% | 10% | -8% | 14 | 5
CCN(CC)C(=S)SC1CCCCN(C(=O)c2ccc(F)cc2)C1=O (stereo not given) | -2% | -6.5% | i | 1.2 | 4% | 2% | 10% | -1% | 20 | 13
